# High-throughput results: PubChem, several laboratories
# ERa coact pot – ER-alpha (human) coactivator binding potentiation; actives 1.3% (n = 86,000); P03372; TR-FRET ERalpha-LBD/SRC-Cy5 coactivator binding, 2 h; 100 = basal binding, no effect; AID 639; coactivator binding (% of control), % at 25.6 µM; in the data active = activity above about 200%;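 also: binding measured in presence of low estradiol as agonist stimulus; 0% = peptide alone without receptor and 100% = receptor with peptide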
# Target sequence (P03372 whole entry, looked up, the tested form may be a part): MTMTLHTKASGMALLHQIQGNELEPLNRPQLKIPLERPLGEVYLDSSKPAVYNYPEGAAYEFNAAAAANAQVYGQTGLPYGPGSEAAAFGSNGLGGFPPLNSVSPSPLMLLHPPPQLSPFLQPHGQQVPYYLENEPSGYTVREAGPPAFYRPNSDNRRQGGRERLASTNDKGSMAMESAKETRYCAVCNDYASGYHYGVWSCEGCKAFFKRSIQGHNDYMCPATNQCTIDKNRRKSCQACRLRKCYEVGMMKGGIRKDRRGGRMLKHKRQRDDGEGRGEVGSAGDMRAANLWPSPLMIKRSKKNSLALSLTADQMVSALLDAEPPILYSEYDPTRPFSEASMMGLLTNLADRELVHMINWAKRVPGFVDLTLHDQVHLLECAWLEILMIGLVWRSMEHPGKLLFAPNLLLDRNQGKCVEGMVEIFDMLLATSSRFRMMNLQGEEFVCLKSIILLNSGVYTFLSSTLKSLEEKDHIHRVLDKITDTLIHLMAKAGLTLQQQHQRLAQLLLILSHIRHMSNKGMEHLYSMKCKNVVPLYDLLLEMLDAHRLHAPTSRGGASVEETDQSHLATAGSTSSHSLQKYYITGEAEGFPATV
# ERa SRC1 inh – ER-alpha (human) coactivator binding inhibition; actives 1.7% (n = 86,000); AID 629; TR-FRET ER-alpha LBD / SRC-1 peptide, estradiol-bound; inhibition, % at 25.6 µM; in the data active = inhibition above about 50%;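 also: 0% = receptor plus peptide control and 100% = peptide only without receptor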
# CD11b adhes enh – enhancers of human CD11b/CD18 binding to fibrinogen; activation, % at 10 µM; actives 0.07% (n = 93,000); P05107+P11215; K562 CD11b/CD18 adhesion to fibrinogen, ATPlite luminescence;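 active = 10 µM primary screen giving 50% or more activity, confirmed by 40% or more on retest at that dose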; also: strong numbers were not always called active
# H69AR inhibit – blocks growth of human H69AR lung tumor cells; viability, % at 10 µM; AID 598; H69AR lung tumor viability, ATP luminescence, 72 h; hits give low values; actives 6% (n = 85,000);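 active = viability at or below 40%; inactive = viability above 40%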;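 also: multidrug resistant small cell line overexpressing MRP-1 efflux transporter; 100% = mean luminescence of untreated control wells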
# Lung fibro prol – blocks proliferation of human lung fibroblasts; LL 47 human lung fibroblast viability, ATP luminescence; hits give low values; viability, % at 10 µM; actives 1.1% (n = 85,000); AID 719;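 active = viability at or below 50% in the single dose screen; inactive = viability above 50%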;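 also: compound exposure lasted 72 h before the ATP readout; 100% = median luminescence of untreated cell-only wells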
#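 Test system: LL 47 human lung fibroblasts / Incubation: 72 h compound exposure at 37 °C after overnight plating / Technique: luminescent ATP detection, CellTiter-Glo / Compound dosing: 0.1% DMSO in all compound wells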
# CYP2C19 inhib – inhibitors of human CYP2C19; P33261; CYP2C19 Supersomes, luciferin-H EGE luminescence, 30 min; inhibition, % at 5 µM; actives 21% (n = 96,000);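 active = CYP2C19 inhibition above a set limit at 5 µM in the primary screen, cut at about 50% in these data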;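 also: plate controls were negative control wells for no effect and 2.5 mM tranylcypromine positive control for full effect; values of inactives mirror those of a sister screen read the other way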
# Target sequence (P33261 whole entry, looked up): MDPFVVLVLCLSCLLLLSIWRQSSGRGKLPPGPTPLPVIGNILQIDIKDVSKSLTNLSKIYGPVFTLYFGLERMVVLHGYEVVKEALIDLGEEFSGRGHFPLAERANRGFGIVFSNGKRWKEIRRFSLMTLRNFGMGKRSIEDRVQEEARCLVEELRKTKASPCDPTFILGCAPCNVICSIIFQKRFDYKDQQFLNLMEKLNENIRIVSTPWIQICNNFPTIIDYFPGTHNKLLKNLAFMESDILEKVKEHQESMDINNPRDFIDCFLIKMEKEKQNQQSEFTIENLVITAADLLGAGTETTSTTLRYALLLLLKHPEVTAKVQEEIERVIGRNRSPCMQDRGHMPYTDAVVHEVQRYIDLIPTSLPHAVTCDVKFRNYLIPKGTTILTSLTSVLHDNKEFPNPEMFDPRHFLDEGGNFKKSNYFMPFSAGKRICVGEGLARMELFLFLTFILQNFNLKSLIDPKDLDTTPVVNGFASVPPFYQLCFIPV
# HUVEC prolif 384 – human endothelial cell proliferation inhibition | viability, % at 10 µM (by protocol) | actives 1.1% (n = 86,000) | HUVEC proliferation, CellTiter-Glo luminescence, 72 h; hits give low values | AID 648;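 active = viability at or below 30%; inactive = viability above 30%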;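 also: 100% = median luminescence of DMSO-only cell control wells on each plate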
# Mac1 fbg inh – blocks human CD11b/CD18 adhesion to fibrinogen; P05107+P11215; AID 1497; actives 0.54% (n = 93,000); K562 CD11b/CD18 adhesion to fibrinogen, ATPlite luminescence; Mn2+ added to activate the integrin; inhibition, % at 10 µM;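 active = primary inhibition of 50% or more at 10 µM, then 40% or more on retest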; also: some results filed as inactive read as strong as hits
# CYP2C19 act – cytochrome P450 2C19 (human) activation; 96,000 tested, under 10 active; activation factor at 5 µM; recombinant CYP2C19, luciferin-H EGE luminescence; hits give high values; 0 = fully inhibited enzyme, 1 = untreated enzyme; AID 1025;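 active = activation factor of at least 2 at 5 µM in the primary screen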;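 also: 0 = wells with 2.5 mM tranylcypromine and 1 = vehicle-only wells; values of inactives mirror those of a sister screen read the other way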
# * hit, by the source's call; · = no result given; [ ] = another dose, or the depositor's remark. Rows are unselected, and some 26% of all compounds hit somewhere here.
# Under each structure – ERa coact pot, ERa SRC1 inh, CD11b adhes enh, H69AR inhibit, Lung fibro prol, CYP2C19 inhib, HUVEC prolif 384, Mac1 fbg inh, CYP2C19 act
Cc1cc(C)c2c(=O)n(CC(=O)NCCCN3CCN(c4ccccc4F)CC3)sc2n1
    91[fluorescence artefact?], -8[fluorescence artefact?], -5, 0.4*, 28*, 38, 69, 5, 0.6
CCCCOC(=O)NC(NCC(O)c1ccccc1)(C(F)(F)F)C(F)(F)F (stereo not drawn)
    85, -11, -3, 82, 94, 91*, 95, 6, 0.1
c1ccc(-c2cnnc(N3CCOCC3)n2)cc1
    98, -7, -5, 105, 95, 34, 90, -13, 0.7
Cc1cc(NC(=O)CSc2nc3ccccc3s2)no1
    78, -1, -3, 92, 97, 34, 96, 6, 0.7
CCc1c(C)sc(NC(=O)c2cc(-c3ccc(O)cc3)on2)c1C#N
    129[fluorescence artefact?], 45[fluorescence artefact?], 68, 56, 94, -2, 86, -12, 1
CCN1c2cccc3cccc(c23)S1(=O)=O
    107[fluorescence artefact?], -9, -2, 94, 97, 78*, 87, -6, 0.2
COc1ccc(NC(=O)Cn2nc(C(F)(F)F)c3c2CCCC3)cc1OC
    91, 0, ·, 89, 92, ·, 106, ·, ·
CC(C)CC(=O)NS(=O)(=O)c1ccc(N)cc1
    87, 8, ·, 97, 91, ·, 89, ·, ·
O=C(NCCc1ccccc1)C1CCN(C(=O)NCc2ccccc2)CC1
    84, -6, ·, 94, 98, ·, 94, ·, ·
COC(=O)CNC(=O)C1CCN(C(=O)OCc2ccccc2)CC1
    ·, ·, -2, ·, ·, -13, ·, 9, 1.1
CC(=O)Cc1nsc(NC(=O)c2cc(-c3ccccc3Cl)oc2C)n1
    112, -1, -3, 92, 108, 12, 68, 15, 0.9
COc1ccnc(Oc2ccc(C)cc2)c1C#N
    ·, ·, -3, ·, ·, 24, ·, 8, 0.8
COc1cc(C(=O)Nc2ccc(-c3nc4cc(C)ccc4o3)c(O)c2)cc(OC)c1OC
    246*, 11, ·, 24*, 85, 23, 80, ·, 0.8
COCCNC(=O)CN(C(=O)CCC(=O)Nc1cc(C)on1)c1ccc(C)cc1C
    108, 3, 2, 90, 83, 12, 79, -12, 0.9
Cc1[nH]c2ccccc2c1C(=O)COC(=O)C(C)C
    ·, ·, 0, ·, ·, 26, ·, -3, 0.7

# Overlap with the part before: 6 compounds, followed by the next part.
# Under each structure – ERa coact pot, ERa SRC1 inh, CD11b adhes enh, H69AR inhibit, Lung fibro prol, CYP2C19 inhib, HUVEC prolif 384, Mac1 fbg inh, CYP2C19 act
COC(=O)CNC(=O)C1CCN(C(=O)OCc2ccccc2)CC1
    ·, ·, -2, ·, ·, -13, ·, 9, 1.1
CC(=O)Cc1nsc(NC(=O)c2cc(-c3ccccc3Cl)oc2C)n1
    112, -1, -3, 92, 108, 12, 68, 15, 0.9
COc1ccnc(Oc2ccc(C)cc2)c1C#N
    ·, ·, -3, ·, ·, 24, ·, 8, 0.8
COc1cc(C(=O)Nc2ccc(-c3nc4cc(C)ccc4o3)c(O)c2)cc(OC)c1OC
    246*, 11, ·, 24*, 85, 23, 80, ·, 0.8
COCCNC(=O)CN(C(=O)CCC(=O)Nc1cc(C)on1)c1ccc(C)cc1C
    108, 3, 2, 90, 83, 12, 79, -12, 0.9
Cc1[nH]c2ccccc2c1C(=O)COC(=O)C(C)C
    ·, ·, 0, ·, ·, 26, ·, -3, 0.7
O=C(O)CCc1ccc(-c2ccccc2)n1-c1cccc(O)c1
    57, 21, 5, 97, 100, 31, 101, 3, 0.7
O=C(CSc1ccccc1)Nc1ccncc1
    93, -8, -5, 100, 87, 90*, 97, -3, 0.1
CCOC(=O)N1CCN(C(=O)c2ccc3c(=O)n(CCC4=CCCCC4)c(=S)[nH]c3c2)CC1
    208*, 26[fluorescence artefact?], -3, 43, 91, 4, 78, -4, 1
CC(=O)OCCNC(=O)c1cc2ccccc2oc1=O
    86, -18, 3, 94, 104, -14, 101, -2, 1.1
Cc1nc2c(s1)sc1ccccc12
    94, 5[fluorescence artefact?], 0, 94, 102, -6, 98, 4, 1.1
COc1ccc(C(=O)n2nc(C)cc2C)cc1OC
    110, -11, 0, 94, 96, 26, 97, 3, 0.7
COc1ccc(Cn2c(C)c(C)c(C#N)c2NC(=O)Nc2cccc(Cl)c2)cc1
    129, 0, -1, 36*, 93, 3, 61, 8, 1
CCOCCOC(=O)C1=C(C)NC2=C(C(=O)CC(c3cccs3)C2)C1c1ccsc1 (stereo not drawn)
    91[fluorescence artefact?], 27, 0, 53, 85, 19, 83, 2, 0.8
CCOC(=O)C1CCN(C(=O)CN(c2ccc(OC)c(OC)c2)S(=O)(=O)c2ccccc2)CC1
    102, -3, -5, 98, 101, 22, 105, -13, 0.8
O=C(CSc1nnnn1-c1ccccc1Cl)Nc1ccc2c(c1)OCCO2
    96, -3, -5, 93, 99, -3, 105, -1, 1
O=C(COc1ccc(S(=O)(=O)NC2CCCCC2)cc1)N1CCN(c2cccc(Cl)c2)CC1
    101, 1, -5, 60, 96, -14, 82, 87, 1.1
Cc1cccc(N=C2Sc3nc4c(C)c(C)ccc4cc3CN2CCN2CCOCC2)c1
    ·, ·, 1, ·, ·, 16, ·, 6, 0.8
CCOC(=O)C1CCN(C(=O)C(C)Sc2ccc(Cl)cc2)CC1 (stereo not drawn)
    98, -8, ·, 99, 92, ·, 90, ·, ·
CC(=O)Nc1ccc(C(=O)n2nc(C)cc2C)cc1
    125, -10, 2, 93, 102, 4, 102, 1, 1
O=C1C(C=NCc2cccnc2)=C(O)c2ccccc21
    119[fluorescence artefact?], 7, -4, 88, 100, 4, 91, 28, 1

# Later entries:
# Under each structure – ERa coact pot, ERa SRC1 inh, CD11b adhes enh, H69AR inhibit, Lung fibro prol, CYP2C19 inhib, HUVEC prolif 384, Mac1 fbg inh, CYP2C19 act
Cc1cc(C)c(S(=O)(=O)Nc2cccnc2)c(C)c1
    91, 6[fluorescence artefact?], 2, 96, 98, 22, 87, -18, 0.8
O=C(c1ccccc1F)N(Cc1ccc(F)cc1)C1CCS(=O)(=O)C1 (stereo not drawn)
    141, -3, 5, 50, 107, 83*, 97, 2, 0.2
O=C(NCc1ccc2c(c1)OCO2)C1CCC(CNc2c(N3CCCCC3)c(=O)c2=O)CC1 (stereo not drawn)
    ·, ·, 2, ·, ·, 4, ·, -15, 1
COC(=O)c1[nH]c2cccc(Cl)c2c1NC(=O)CN1CCN(CCO)CC1
    124, 16[fluorescence artefact?], -2, 105, 103, 10, 91, -2, 0.9
COc1ccc(C2SCCN2S(=O)(=O)c2ccc(NC(C)=O)cc2)cc1 (stereo not drawn)
    113[fluorescence artefact?], 7, -5, 48, 91, 55*, 94, 9, 0.5
CN(C)C(CNC(=O)CN1C(=O)NC2(CCc3ccccc32)C1=O)c1ccco1 (stereo not drawn)
    108, 9[fluorescence artefact?], 6, 94, 114, -10, 105, -8, 1.1
O=C(c1ccc2c(c1)OCO2)N1CCOCC1
    125, -17, ·, 96, 92, ·, 92, ·, ·
COc1ccc(C2C(C#N)=C(/N=C/N3CCOCC3)OC3=C2C(=O)CC(C)(C)C3)cc1OC (stereo not drawn)
    104, -8, 3, 97, 102, 21, 103, -13, 0.8
CCCc1cc(=O)[nH]c(SCC(=O)Nc2c(C)cccc2C)n1
    88, -1, -4, 93, 108, 38, 97, -14, 0.6
CCn1cc(C2=NOC(C(=O)Nc3cccc(C(C)=O)c3)C2)c(C)n1 (stereo not drawn)
    122, -1[fluorescence artefact?], -2, 89, 109, 14, 106, 27, 0.9
O=C(N/N=C\c1cc(Br)cs1)C1COc2ccccc2O1 (stereo not drawn)
    115, -1, -2, 27*, 63, 10, 61, 2, 0.9
CC(=O)N(CCCN1CCOCC1)Cc1ccncc1
    97, -4, -3, 101, 105, 8, 106, -7, 0.9
CN(C)c1ccc(NC(=O)c2cc3c(=O)n4ccccc4nc3n2C)cc1
    23[fluorescence artefact?], 100*[fluorescence artefact?], ·, 68, 101, ·, 94, ·, ·
c1ccc(C2=Nn3c(nnc3-c3cccnc3)SC2)cc1
    100, -9, -1, 70, 105, 27, 104, 1, 0.7
COc1ccc(OC)c(N=C(C)C2=C(O)COC2=O)c1
    85, 1, -1, 22*, 89, 34, 86, 9, 0.7

# (cont.)
compound | ERa coact pot | ERa SRC1 inh | CD11b adhes enh | H69AR inhibit | Lung fibro prol | CYP2C19 inhib | HUVEC prolif 384 | Mac1 fbg inh | CYP2C19 act
O=C(CN1C(=O)c2cccc3cccc1c23)NCc1ccc2c(c1)OCO2 | 118 | 21[fluorescence artefact?] | -2 | 96 | 95 | 68* | 90 | 4 | 0.3
O=C(Cc1ccccn1)Nc1ccccc1 | 102 | -5 | -4 | 93 | 101 | 0 | 88 | -17 | 1
COc1ccc(NC2CS(=O)(=O)CC2OC(=O)c2ccc(F)cc2)cc1 (stereo not drawn) | 95 | -1 | 1 | 91 | 100 | 3 | 93 | -4 | 1
CCCCNC(=O)Nc1nnc(-c2ccc(OCC)cc2)o1 | 105 | -1 | -2 | 45 | 97 | 7 | 90 | -3 | 0.9
COc1ccccc1N1CCN(CC(=O)c2c(C)[nH]c3cc(C)ccc23)CC1 | 93 | -15 | -2 | 37* | 100 | 62* | 32 | -6 | 0.4
CC(C)Cc1cc(C(=O)NCCCN2CCOCC2)no1 | 105 | -4 | · | 96 | 95 | · | 102 | · | ·
O=c1c2c([nH]c3ccc(Br)cc13)CCCC2 | 83 | 8 | -2 | 68 | 94 | 0 | 102 | -13 | 1
COC(=O)C1=C(N)Oc2cc(C)n(CC3CCCO3)c(=O)c2C1c1ccc(Cl)c(Cl)c1 (stereo not drawn) | 86 | -5 | 3 | 100 | 93 | 72* | 101 | 10 | 0.3
CC(C)C12CN3CC(C(C)C)(CN(C1)C3c1ccccc1O)C2=O (stereo not drawn) | 110 | -10 | -1 | 95 | 97 | 91* | 116 | 8 | 0.1
COCC(=O)Nc1ccc(S(=O)(=O)Nc2ncccn2)cc1 | · | · | -5 | · | · | -9 | · | -4 | 1.1
Cc1ccc(NC(=O)C2=C(O)CCn3c2nc2ccccc23)cc1 | 120 | 28 | 1 | 26* | 84 | 23 | 93 | -12 | 0.8
NS(=O)(=O)c1ccc(CCNC(=O)c2ccccc2F)cc1 | 95 | 5 | 0 | 90 | 103 | 17 | 119 | 10 | 0.8
COc1ccc(N)cc1C#N | 92 | 2 | -4 | 94 | 100 | -7 | 95 | -3 | 1.1
c1cnc(N2CCN(c3ncnc4c3oc3ccccc34)CC2)nc1 | 108 | -8 | -5 | 82 | 99 | 30 | 76 | 2 | 0.7
CCOC(=O)N1CCN(c2c(NCCN3CCCCC3CC)c(=O)c2=O)CC1 (stereo not drawn) | 118 | -10 | 0 | 99 | 119 | -7 | 101 | -19 | 1.1
CCOC(=O)Cc1csc(NC(=O)CC(C)(C)C)n1 | 92 | -6 | -4 | 93 | 103 | 3 | 103 | 5 | 1
Cc1nnc(SCc2cccc(CSc3nnc(C)s3)c2)s1 | 106 | -4 | 0 | 78 | 101 | 33 | 102 | -4 | 0.7
O=C(NCc1cc(C(F)(F)F)cc(C(F)(F)F)c1)C1CC(c2ccccc2[N+](=O)[O-])=NO1 (stereo not drawn) | · | · | -2 | · | · | 48 | · | 3 | 0.5
